# Assay outcomes: PubChem, National Center for Advancing Translational Sciences (NCATS)
# TbPYK inhibitor – inhibitors of Trypanosoma brucei pyruvate kinase | AID 624173 | Potency, µM (series often up to 76.8 µM), inactives show at the top dose activity, negative = inhibition, usual class: inhibitors | 0.12% of 410,000 active | Q57TT1 | TbPYK enzyme, Kinase-Glo Plus ATP luminescence, 45 min; active = well fitted inhibition curve with a large enough effect; inconclusive = small, poorly fitted or top-dose-only effect; note: nearly all actives have a fitted effect of over 50% in size
#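 Assay buffer: 50 mM TEA pH 7.2, 100 mM KCl, 10 mM MgCl2, 0.05% BSA, 0.01% Tween-20. Pyruvate kinase from T. brucei plus substrate met compound, then ADP (130 uM final). Luminescence was read post 45 min RT.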
# * = called active by the depositor; ? = inconclusive. % is set by controls: 0 for no effect and ±100 for the full control effect; potency is the fitted concentration of half-maximal effect. These rows are one share of the data; the hit share may differ from the screen's.
structure | TbPYK inhibitor
CC(C)(C)NC1=NCCNC(c2ccccc2)=C1 | 3.6%
C=C1CCN(c2ccc(C(=O)NCCC)cc2[N+](=O)[O-])CC1 | 4.5%
O=C(Nc1cc(-c2nc3ccccc3o2)ccc1Cl)c1sc2c([N+](=O)[O-])cccc2c1Cl | 1.3%
O=C(Nc1cccc2cccnc12)c1cccc2c(Br)cccc12 | 4.9%
CCc1nn(CC(=O)NCCc2ccc(Cl)cc2)c(=O)c2cc3ccccc3n12 | 1.1%
COc1ccc(OC)c(S(=O)(=O)Nc2cccc(O)c2)c1 | -0.8%
COc1cc(C(O)c2nc(-c3cccc(C(C)C)c3)cs2)ccc1F (stereo not drawn) | 0.4%
CC(=O)Nc1ccc(C=NN=C2c3ccccc3-c3ccccc32)cc1 | -9.0%
COc1ccc(S(=O)(=O)N2CCC(Oc3ccc(-n4cnnn4)cc3)CC2)cc1OC | 1.0%
OC[C@@H]1CN(CCN2CCOCC2)C[C@H](n2cnc3c(NCc4ccc(F)cc4)ncnc32)O1 | 6.6%
Cc1c(Cl)cccc1NC(=O)c1ncoc1-c1ccco1 | -6.8%
CCOc1ccc(OCC)c(NC(=O)c2csc3c2CCCC3)c1 | -3.1%

# Brought forward from above: 7 compounds, then new ones.
structure | TbPYK inhibitor
COc1ccc(OC)c(S(=O)(=O)Nc2cccc(O)c2)c1 | -0.8%
COc1cc(C(O)c2nc(-c3cccc(C(C)C)c3)cs2)ccc1F (stereo not drawn) | 0.4%
CC(=O)Nc1ccc(C=NN=C2c3ccccc3-c3ccccc32)cc1 | -9.0%
COc1ccc(S(=O)(=O)N2CCC(Oc3ccc(-n4cnnn4)cc3)CC2)cc1OC | 1.0%
OC[C@@H]1CN(CCN2CCOCC2)C[C@H](n2cnc3c(NCc4ccc(F)cc4)ncnc32)O1 | 6.6%
Cc1c(Cl)cccc1NC(=O)c1ncoc1-c1ccco1 | -6.8%
CCOc1ccc(OCC)c(NC(=O)c2csc3c2CCCC3)c1 | -3.1%
COC(=O)c1ccccc1NC(=O)CSc1nc(-c2ccccc2)cc(C(F)(F)F)n1 | -5.3%
O=C(NCc1ccncc1)C(=O)NCC1OCCN1S(=O)(=O)c1cc(F)ccc1F (stereo not drawn) | -14.2%
CCS(=O)(=O)N1CCC(n2c(C(F)(F)F)nc3cccnc32)CC1 | 0.0%
Cc1cc2nc(NC(=O)C3(C)CCN(C)C3)[nH]c2cc1C (stereo not drawn) | 4.5%
COc1ccc(NC(=O)Nc2c[nH]c(=O)[nH]c2=O)c(OC)c1 | -2.6%
Cc1cccnc1C(NC(=O)C1CCN(CCOc2ccc(F)cc2)CC1)c1ccc(Cl)cc1 (stereo not drawn) | 0.5%
Cc1cccc(C(O)c2ncc(-c3ccccc3)[nH]2)c1C (stereo not drawn) | 6.8%
Cc1ccc(C)c(NC(=O)CSc2nc(=O)n(Cc3ccccn3)c3c2CCC3)c1 | 3.9%
Cc1ccc2c(c1)-c1nc(-c3ccc4c(c3)NC(=O)CO4)cc(-c3ccccc3)c1CO2 | -1.0%
O=C(Nc1cc(Cl)cc(Cl)c1)c1ccc(F)c(S(=O)(=O)NCc2ccccc2Cl)c1 | -2.0%
Cc1ccc2oc(=O)c3cnn(CC(=O)N4CCN(c5cc(Cl)ccc5C)CC4)c3c2c1 | -0.6%
COc1ccc2cc([C@H](C)C(=O)OCc3cn(CC(=O)c4ccc(O)cc4)nn3)ccc2c1 | 1.3%
COc1ccccc1N(C)c1cc2c(c3c1ccn3C)C1CCC2O1 (stereo not drawn) | 6.2%
Cc1ccccc1OCC(=O)Nc1c(C(=O)Nc2ccccc2F)oc2ccccc12 | 10.5%
Cc1ccc(C)c(NC(=O)c2cc(S(=O)(=O)N3CCCc4ccccc43)ccc2F)c1 | -6.4%
CCc1ccc(OC(C)c2nc(-c3ccc(-n4cccc4)cc3)no2)cc1 (stereo not drawn) | 1.0%
COc1ccc(NC(=O)N2CC[C@@]3(CCCN(C(=O)Oc4ccccc4)C3)C2)cc1 | -5.5%
COc1ccc(C)cc1NC(=O)N(C(C)C)C1CCN(C(C)=O)CC1 | -2.0%
CCc1ccccc1N1CC(c2nnc(NC(=O)c3ccco3)s2)CC1=O (stereo not drawn) | -0.6%
CCN(CCCNC(=O)c1cc2cc3cc(C)ccc3nc2s1)c1cccc(C)c1 | 3.5%
CC(C)c1ccc(NC(=O)c2cc(S(=O)(=O)NCCc3ccccc3)ccc2F)cc1 | 1.6%
O=C1CC(c2ccccc2)CC2=C1C1(CCCC1)N=C(Nc1nc3ccccc3o1)N2 (stereo not drawn) | 2.4%
CCN(CC)S(=O)(=O)c1cccc(C(=O)Nc2ccccc2C(=O)Nc2ccc(Cl)cc2)c1 | -6.8%
COCCC(=O)N1CCCC(C(=O)c2ccccc2SC)C1 (stereo not drawn) | 1.4%
O=c1c2ccccc2oc2cc(C#Cc3ccccn3)ccc12 | 4.5%
Cc1cc(-c2ccc(C)c(S(=O)(=O)Nc3cccc(C#N)c3)c2)on1 | -4.2%
O=C(Nc1cccc(Br)c1)c1cc(S(=O)(=O)N2CCCCC2)c[nH]1 | 6.4%
CCOC(=O)C(O)(c1ccc(N(C)C(=O)COc2ccccc2)cc1)C(F)(F)F (stereo not drawn) | -5.0%
CCc1ccc(NC(=O)Cn2nnc(C(=O)Nc3ccc(F)cc3)c2N)cc1 | 15.0%
C[C@H]1CN([C@@H](C)CO)C(=O)CCCn2cc(nn2)CO[C@@H]1CN(C)S(=O)(=O)c1ccc(-c2ccccc2)cc1 | 7.7%
COC(=O)c1c(C)[nH]c(C)c1C(=O)c1ccccc1Cc1ccccc1 | -16.1%
O=C(Nc1ccc(OCc2ccccc2)cc1)Nc1nnc([C@H]2C[C@H](O)[C@@H](CO)O2)s1 | -5.2%
Cc1cc(C(=O)OC(C)C(=O)NC2CCCCC2C)c2ccccc2n1 (stereo not drawn) | -8.2%
O=C(NCc1cccnc1)c1ccc(-c2ccc(F)c(F)c2)c2ccoc12 | 6.6%
CCc1cc(C(=O)Nc2cc(S(=O)(=O)N3CCCCC3)ccc2N2CCN(C)CC2)sc1C | -1.9%
COc1ccc(NC(=O)c2ccco2)cc1NC(=O)c1cc(OC)c(OC)c(OC)c1 | -4.0%
CCc1sc(Nc2cccc(C)c2C)nc1-c1cc2cccc(OC)c2oc1=O | 8.7%
CCCN(CCC)CCNC(=O)C1CCN(c2nc3ccc(CC)cc3s2)CC1 | 2.3%
CC(=O)OCC1CC(COC(C)=O)C(COC(C)=O)CC1COC(C)=O (stereo not drawn) | 2.8%
CCCn1c(=S)[nH]c2cc(C(=O)N3CCN(c4ccc(F)cc4)CC3)ccc2c1=O | 3.2%
COc1ccc(OC)c(CCNC(=O)c2cc3c(=O)oc4ccc(C)cc4c3s2)c1 | 2.8%
COc1ccc2oc(-c3ccc(C)c(NC(=O)c4ccc(-c5ccccc5[N+](=O)[O-])o4)c3)nc2c1 | 1.4%
Nc1nonc1-n1nnc(C(=O)N/N=C/c2cccc(F)c2)c1CN1CCCC1 | -2.5%
COc1cccc(C2=NN(C(C)=O)C(c3cn(-c4ccccc4)nc3-c3cccs3)C2)c1 (stereo not drawn) | -7.1%
O=C(Nc1ccccc1F)c1ccc(Cn2nc(N3CCN(c4ccccc4)CC3)ccc2=O)o1 | -0.2%
Nc1ccn([C@@H]2O[C@H](C(=O)NCCCN3CCCC3=O)[C@@H](O)[C@H]2O)c(=O)n1 | 0.1%
O=[N+]([O-])c1cc(-c2nc(-c3ccccc3)no2)ccc1N1CCCCC1 | 1.5%
COc1cc(NC(=O)Cn2c(C)cc(C)c(C#N)c2=O)cc(OC)c1 | -5.3%
CCOC1=C2[C@@H](CN(S(=O)(=O)c3ccc(C)cc3)[C@H]2c2cccc3ccccc23)[C@H]2C(=O)N(Cc3ccccc3)C(=O)[C@H]2C1 | 1.7%
C[C@@H]1CN([C@H](C)CO)C(=O)CCCn2cc(nn2)CO[C@H]1CN(C)C(=O)Nc1ccc(C(C)(C)C)cc1 | 3.9%
CN(C(=O)c1cccc(NC(=O)Cc2ccc(NC(=O)C3CCN(C(=O)C4CCCC4)CC3)cc2)c1)C1CC1 | 0.1%
CCOC(=O)c1ccc(NC(=O)c2c(C)oc3nc(C)nc(N4CCCC4)c23)cc1 | -7.1%
Cc1ccccc1NC(=O)c1sc2nc3n(c(=O)c2c1C)N=C(c1ccccc1)CS3 | 4.8%
COc1ccc(CNC(=O)c2ccc3c(c2)nc2n3CCOC2)c(OC)c1 | -1.6%
CCCCN1C(=O)c2[nH]nc(-c3ccccc3O)c2C1c1cc(Br)c(O)c(OC)c1 (stereo not drawn) | -12.1%
OC(c1ccccc1)(c1ccccc1)c1nccc2ccccc12 | -0.9%
CCCOc1ccc(C2C(=O)N(C3CCCCCC3)CC(=O)N2CCCOCC)cc1OC (stereo not drawn) | -3.1%
CC(CC(=O)NCc1ccc(Cl)cc1)CC1=NS(=O)(=O)c2ccccc2N1 (stereo not drawn) | 4.2%
COc1ccc2c(c1)c(CC(=O)Nc1cc(C)cc(C)c1)c(C)n2C(=O)c1ccc(Cl)cc1 | 1.4%
O=C(Nc1nnc(S(=O)(=O)N2CCCc3ccccc32)s1)c1ccc(Cl)cc1 | -3.0%

# (cont.)
structure | TbPYK inhibitor
Cc1ccc(CN2c3ccccc3-c3nc(SCC(=O)NCc4ccccc4)ncc3S2(=O)=O)cc1 | -0.7%
Cc1ccc(CSc2nc3ccc(NC(=O)COc4ccccc4)cc3s2)cc1 | -8.7%
Cc1ccc(S(=O)(=O)N2C[C@H]3C(=O)C[C@@H](c4ccccc4)N(S(=O)(=O)c4ccc(Br)cc4)[C@H]3C[C@H]2c2ccccc2)cc1 | 1.1%
CCN(CC)CCn1c(=N)n(CCOc2ccccc2Cl)c2ccccc21 | -5.4%
S=C1SCCN1Cc1ccccc1 | 2.3%
CCOc1ccc(N(C)C(=O)C2CCN(S(=O)(=O)c3c(C)noc3/C=C/c3ccc(C)cc3)CC2)cc1 | -11.1%
COC(=O)c1ccccc1NC(=O)c1ccc2c(=O)n3c(nc2c1)CCCCC3 | 5.2%
N=c1c(S(=O)(=O)c2ccc(Br)cc2)cc2c(=O)n3ccccc3nc2n1CCN1CCOCC1 | -1.1%
Cc1cccc(C2CC(=O)Nc3cc4c(cc32)OCO4)c1 (stereo not drawn) | 4.3%
COc1cccc(OCc2ccc(Cn3nc(NC(=O)NCCc4ccc(OC)c(OC)c4)c4ccccc43)cc2)c1 | -3.7%
Cc1ccc(S(=O)(=O)NNc2c3ccccc3nc3ccc(Cl)cc23)cc1 | -16.7%
Cc1cc(SCC(=O)Nc2ccc(F)cc2F)nc(=O)[nH]1 | 1.1%
N=C(N)N | 6.1%
CCc1ccc(C2C(C(=O)Nc3ccccc3)=C(C)Nc3c(C(=O)Nc4ccc(C)cc4)cnn32)cc1 (stereo not drawn) | 4.2%
COc1ccc(CNC(=O)CN2C(=O)COc3ccccc32)c(OC)c1 | -7.4%
C[C@H](CO)N1C[C@H](C)[C@H](CN(C)S(=O)(=O)c2ccc3ccccc3c2)OCc2cnnn2CCCC1=O | -13.4%
O=C(Nc1cccc(F)c1)N1CC[C@@]2(CCCN(C(=O)c3cnccn3)C2)C1 | 0.0%
Cc1cn([C@H]2C[C@H](O)[C@@H](CNCc3ccc(Oc4cc(-n5cccn5)ncn4)cc3)O2)c(=O)[nH]c1=O | -13.9%
CCCNC(=O)c1cc(C2CCCN(C(=O)c3cc(C(C)(C)C)nn3C)C2)on1 (stereo not drawn) | 0.0%
CC(=O)Nc1cccc(-c2ccnc3c2CC(C(=O)NCCC(F)(F)F)O3)c1 (stereo not drawn) | 0.4%
COc1ccc(-c2noc(N3CCC(C(=O)N4CCN(c5cccc(OC)c5)CC4)CC3)n2)cc1 | -4.7%
COc1ccc(S(=O)(=O)N2CCC(c3nnc(-c4ccccc4C)o3)CC2)c(OC)c1 | ?
NS(=O)(=O)c1ccc(CCNc2nn3c(-c4cccc(OC(F)(F)F)c4)cnc3s2)cc1 | 3.8%
O=C(NCc1ccccc1Cl)c1[nH]c(C(F)(F)F)nc1-c1ccccc1 | -2.6%
Cc1oc2ncnc(N3CCOCC3)c2c1C(=O)NCc1ccc(Cl)cc1 | 0.0%
O=C(c1cccc(F)c1)N1CCC2(CCCN(c3ccccc3)C2)CC1 | 0.4%
COc1cccc(CNC(=O)c2oc3c(c2C)-c2nn(Cc4cccc(Cl)c4)cc2CC3)c1OC | 8.3%
O=C(O)C1CC(Br)C(Br)CC1C(=O)O (stereo not drawn) | -3.0%
O=C1CC(c2cccc(O)c2)c2c(nc(SCc3ccccc3F)[nH]c2=O)N1 (stereo not drawn) | 0.0%
C[C@H]1CN([C@@H](C)CO)C(=O)CCCn2nncc2CO[C@H]1CN(C)C(=O)Nc1ccnc(N2CCOCC2)c1 | -7.5%
CC(C)Cn1cnc2c(SCc3ccc(Cl)cc3)nc(N)nc21 | -2.4%
CCc1ccc(C2c3c(-c4ccccc4O)n[nH]c3C(=O)N2Cc2cccnc2)cc1 (stereo not drawn) | 8.2%
CC(C)(C)c1ccc(S(=O)(=O)c2cnc(SCC(=O)Nc3ccc4c(c3)OCCO4)[nH]c2=O)cc1 | -5.3%
O=C1C=C(c2ccccc2)CC(c2ccc(F)cc2)C1 (stereo not drawn) | 1.5%
Cc1ccc(-n2nc(CO)c(C(=O)NCCCCc3ccccc3)n2)cc1C | -21.7%

# A draw from above in order of molecular weight, smallest number first.
structure | TbPYK inhibitor
CC(C)Cn1cnc2c(SCc3ccc(Cl)cc3)nc(N)nc21 | -2.4%
Cc1ccc(-n2nc(CO)c(C(=O)NCCCCc3ccccc3)n2)cc1C | -21.7%
COc1cccc(CNC(=O)c2oc3c(c2C)-c2nn(Cc4cccc(Cl)c4)cc2CC3)c1OC | 8.3%
